Screening results: PubChem, several laboratories
OXTR potentiate: potentiates the human oxytocin receptor response | P30559 | CHO-OTR cells, Fluo-8 calcium fluorescence, potentiator mode; 0% = oxytocin EC15, 100% = EC100 | activation, % at 3 µM | 0.061% of 320,000 active | AID 2445;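 active = activation above that plate's cutoff, the mean activation of tested compounds plus 3 SD, cut at about 6.6% in these data, passing the limit was not always enough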;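 note: 100% uses oxytocin at 75 nM as the full agonist control; some results filed as inactive read as strong as hits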
Target sequence (P30559 whole entry, looked up): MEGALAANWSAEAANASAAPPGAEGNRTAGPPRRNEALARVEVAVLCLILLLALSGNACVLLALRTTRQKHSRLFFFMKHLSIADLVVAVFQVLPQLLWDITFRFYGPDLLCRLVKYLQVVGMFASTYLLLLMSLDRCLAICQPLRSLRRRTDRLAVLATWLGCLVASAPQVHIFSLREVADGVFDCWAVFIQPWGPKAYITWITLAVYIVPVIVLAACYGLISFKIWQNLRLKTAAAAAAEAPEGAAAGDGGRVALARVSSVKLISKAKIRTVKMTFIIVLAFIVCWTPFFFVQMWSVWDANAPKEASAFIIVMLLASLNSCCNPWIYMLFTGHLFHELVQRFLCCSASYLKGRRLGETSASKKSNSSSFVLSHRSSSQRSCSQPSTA
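Assay system: CHO cell line stably expressing human OTR | Also added: Oxytocin at about EC15, sub-maximal agonist stimulus | Times: Compound 6 min at room temperature before oxytocin, 100 s read | Measured by: Fluo-8 intracellular calcium fluorescence, ex 470-495, em 515-575 nm | Controls: EC15 oxytocin alone as 0%, 75 nM oxytocin as 100%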
MEKK2wt PB1 HTS: raises or lowers MEK5 binding to wildtype human MEKK2 PB1 domain | Q9Y2U5 | bead flow cytometry, Alexa488-MEK5 binding to MEKK2 WT; actives lie on both sides | binding response (% of control), % at 10 µM | 1.1% of 290,000 active; in the data active = binding response below about 67% or above about 130%
OXTR agonist: activates the human oxytocin receptor; P30559; CHO-OTR cells, Fluo-8 calcium fluorescence; normalized: DMSO 0%, oxytocin 100%; activation, % at 3 µM; 0.32% of 320,000 active;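 active = activation above the mean of all tested compounds plus 3 SD, cutoff set per screening run, cut at about 20% in these data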;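 note: peak over basal fluorescence ratio from a 100 s FLIPR kinetic read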
GPR7 antag: antagonists of human GPR7 (neuropeptides B/W receptor 1); GPR7-expressing cells, fluorescence antagonist assay; inhibition, % at 4.4 µM; 1.1% of 290,000 active; P48145; in the data active = inhibition above about 16%, passing the limit was not always enough;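 note: cells stimulated with the agonist NPW; 0% = agonist with vehicle and 100% = vehicle without agonist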
V1R ag counter: counter-screen for oxytocin receptor agonists: human V1a receptor agonists; CHO-V1R cells, Fluo-8 calcium fluorescence, agonist mode; 0% DMSO, 100% 3 nM vasopressin; activation, % at 3 µM; 0.25% of 320,000 active; AID 2797;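 active = activation above the mean activation of all tested compounds plus 3 SD, per screening run, cut at about 20% in these data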;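 note: signal is peak over basal fluorescence ratio across a 100 second FLIPR read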
Target sequence (P37288 whole entry, looked up): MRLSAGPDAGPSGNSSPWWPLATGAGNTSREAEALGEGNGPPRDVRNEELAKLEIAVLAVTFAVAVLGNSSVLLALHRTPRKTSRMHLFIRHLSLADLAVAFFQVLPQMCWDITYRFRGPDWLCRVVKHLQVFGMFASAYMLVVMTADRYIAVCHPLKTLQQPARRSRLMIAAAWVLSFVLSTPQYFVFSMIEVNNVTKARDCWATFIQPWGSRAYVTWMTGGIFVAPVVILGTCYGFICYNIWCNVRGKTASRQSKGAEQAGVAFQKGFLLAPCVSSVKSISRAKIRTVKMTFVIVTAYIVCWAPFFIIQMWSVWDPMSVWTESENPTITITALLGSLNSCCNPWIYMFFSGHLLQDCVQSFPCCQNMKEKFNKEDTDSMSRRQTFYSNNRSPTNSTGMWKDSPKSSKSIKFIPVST
MEKK2 mut-MEK5: signal of MEK5 binding to mutant human MEKK2 PB1 domain. bead flow cytometry, Alexa488-MEK5 binding to MEKK2 mutant. percent response, % at 10 µM. 0.35% of 290,000 active. AID 1530; in the data active = percent response above about 24%, passing the limit was not always enough; note: inactives centre near 1; some results filed as inactive read as strong as hits
M18AAP inhibitor: blocks P. falciparum M18 aspartyl aminopeptidase | recombinant PfM18AAP, H-Glu-NHMec fluorogenic cleavage | inhibition, % at 7.35 µM | 1.2% of 290,000 active | AID 1822;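 active = inhibition above the campaign mean inhibition over all tested compounds plus 3 SD, cut at about 28% in these data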;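 note: 0% = plate median of test compound wells and 100% = 2 mM ZnCl2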
GalR3 antagonist: antagonists of human GalR3; inhibition, % at 3 µM; HEK293 GalR3-CNG cAMP membrane potential fluorescence; galR3 body fused to GalR1 C-terminus; O60755; 0.44% of 360,000 active;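 active = inhibition above the screen-wide average plus 3 SD, cut at about 13% in these data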;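 note: forskolin and galanin both at EC90 stimulate the cells; cAMP rise reported by CNG channel membrane potential dye signal; 0% = forskolin plus galanin with DMSO and 100% = forskolin alone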
Target sequence (O60755 1-299 limits assumed): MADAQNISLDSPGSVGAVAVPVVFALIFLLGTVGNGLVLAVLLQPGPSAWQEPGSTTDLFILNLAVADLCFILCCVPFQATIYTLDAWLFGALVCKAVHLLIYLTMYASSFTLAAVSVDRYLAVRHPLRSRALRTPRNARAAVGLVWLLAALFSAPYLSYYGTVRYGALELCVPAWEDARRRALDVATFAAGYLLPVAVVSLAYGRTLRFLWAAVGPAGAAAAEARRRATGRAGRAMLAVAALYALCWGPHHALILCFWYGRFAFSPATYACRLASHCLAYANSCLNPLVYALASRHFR
NALP1 yeast inh: NALP1 inhibition. S. cerevisiae NALP1/ASC/caspase-1 growth, X-gal OD620, 72 h. inhibition, % at 10 µM. 0.61% of 280,000 active. AID 2071; in the data active = inhibition mostly above about 24%, no sharp cut-off; inactive = mostly below about 32%; note: some compounds called inactive have numbers as strong as hits
Starred values were filed as active, the others as inactive; . = not tested or not shown.

SMILES	OXTR potentiate	MEKK2wt PB1 HTS	OXTR agonist	GPR7 antag	V1R ag counter	MEKK2 mut-MEK5	M18AAP inhibitor	GalR3 antagonist	NALP1 yeast inh
COc1ccc(CCNC(=O)COC(=O)/C=C/c2cccs2)cc1OC	-16	71	1.2	6	3.1	-12	-11	-7	19
CCC(C)[C@H](NC(=O)NC(C)C)C(=O)O (stereo partly specified)	-4	97	0.4	0	0.7	-5	1	-1	23
COC(=O)c1ccc(S(=O)(=O)NCc2ccc(S(N)(=O)=O)cc2)n1C	-3	95	-0.3	8	0.5	-7	-1	-4	26
CCN(CC)CCOC(=O)c1ccc([N+](=O)[O-])cc1	0	90	1.4	4	-0.6	2	-17	10	26
C/C(=N/NC(=O)CSc1nc2ccccc2n1C)c1ccc(O)cc1	4	93	2.4	-5	0.9	-9	9	-1	15
CCN(CC(=O)Nc1ccccc1OC)C(=O)Cn1cnc2ccccc2c1=O	-5	107	2.6	-13	1.1	2	-11	-2	16
O=C(CN1CCCCC1)Nc1nc(-c2ccc(Cl)cc2)cs1	.	107	.	-14	.	4	-2	-9	19
O=C(N1CCOCC1)N1CCC(NC(=O)C23CC4CC(CC(C4)C2)C3)CC1	-9	102	1.2	7	0.7	-1	-1	0	27
Cc1nc2ccc(S(=O)(=O)NC(C(=O)NCc3ccc4c(c3)OCO4)C(C)C)cc2s1 (stereo unspecified)	7	114	-0.2	-12	-0.4	6	-2	3	-8
O=C(NCCc1ccc(F)cc1)c1ccc(NS(=O)(=O)c2ccc3[nH]c(=O)[nH]c3c2)cc1	-1	.	0.0	.	1.1	.	.	-2	.
Clc1ccc2[nH]cc(-c3nnnn3-c3ccccc3)c2c1	-24	101	7.0	7	8.2	-1	7	-7	12
CC(C)(C)c1ccc(C(=O)N2CCN(CCNC(=O)C(=O)NCc3ccccc3)CC2)cc1	0	107	2.5	-9	4.7	4	1	-4	12
CC1CN(Cc2ccccc2)c2nc3c(c(=O)n(CC(N)=O)c(=O)n3C)n2C1 (stereo unspecified)	-3	101	-0.3	-10	0.6	4	-4	1	0
CCOc1ccc(C(=O)N2CCc3ccccc32)cc1OCC	1	108	-1.9	-6	0.1	11	4	-11	12
O=c1cc(CSc2ccccc2)nc(-c2ccncc2)[nH]1	-4	61	0.4	-10	0.7	-15	-1	-3	4
Cc1ccc(-c2cccc(NC(=O)C3C(C(=O)O)[C@@H]4C=C[C@H]3C4)c2)o1 (stereo partly specified)	-3	101	-2.3	-8	-1.5	3	-66	0	19
COc1ccc(C(CNC(=O)c2cccc3cccnc23)N(C)C)cc1 (stereo unspecified)	-7	96	0.1	5	0.9	-5	-14	-4	30
Cc1ccc(CN(CC2CCCO2)C(=O)CN2C(=O)C(C(C)C)Oc3ccccc32)o1 (stereo unspecified)	-6	103	-2.1	5	-2.0	5	-19	-4	-14
O=C(N/N=C/C=C/c1ccco1)/C(=C/c1ccccc1)NC(=O)c1ccccc1	-4	98	-1.3	2	0.3	-1	12	-7	18
COCCN1C(=O)N[C@@H](c2ccc(Br)cc2)C(C(C)=O)=C1C	.	96	.	-14	.	-4	-4	.	12
Cc1c(Cc2ccccc2)sc(NC(=O)C(C)(C)C)c1C(N)=O	-5	94	-0.6	-2	-0.8	-11	3	2	-3
Cc1nnc(NC(=O)CSc2nc(CC(C)C)nc3c2c(=O)n(C)c(=O)n3C)s1	-20	104	0.2	-7	0.0	8	-1	-2	9
CCOC(=O)c1nn(-c2ccc(C)cc2)c(=O)cc1OCC(=O)Nc1cccc(OC)c1	-11	.	-2.0	.	-0.7	.	.	-3	.
CN(CC(=O)Nc1ccc(OC(F)(F)F)cc1)C(=O)Cc1cccs1	-6	.	0.6	.	1.2	.	.	-2	.
Cc1cccc(-c2noc(CN(C)C(=O)COc3ccccc3)n2)c1	-11	106	1.6	-10	8.8	4	0	-1	8
O=c1[nH]c2ccccc2cc1-c1nnn(-c2ccc(F)cc2)n1	8	92	-0.9	4	-0.8	2	-1	-4	7
CN(C)c1ccc(-c2cc([C@H]3[C@@H]4C=CCC[C@@]4(C)C(=O)N3Cc3ccccc3)ccc2F)cc1	-9	96	-1.8	.	-0.9	3	.	-4	-9
CSCCC(NC(=O)c1ccccc1Cl)C(=O)N1CCN(C(c2ccccc2)c2ccccc2)CC1 (stereo unspecified)	-10	82	-0.6	-9	1.3	-12	11	-2	6
Cc1cc(=O)oc2cc(OCCSCCN3CCCC3)ccc12	3	103	0.6	2	-0.7	3	-5	1	4
CC1CC(C)CN(S(=O)(=O)c2ccc(Oc3ccc([N+](=O)[O-])cc3)cc2)C1 (stereo unspecified)	-3	105	0.2	-12	1.4	1	2	-9	-7
COc1ccc(/C=C/C(=O)OCC(=O)c2c(C)[nH]c3ccccc23)cc1OC	-8	92	3.5	5	2.8	-4	1	-5	25
CCn1ccc(C(=O)Nc2ccccc2Cl)n1	-6	99	-0.6	-4	1.1	-6	-9	-6	11
CC(=O)Nc1nc(C2CC2)cc(-c2ccccc2)c1C#N	-1	72	-0.8	-7	-0.4	-17	1	3	0
O=C(NCCCn1ccnc1)c1ccccc1F	-6	108	0.3	-16	1.0	6	2	-4	8
CCCCCOC(=O)NCCOC(=O)Nc1ccc(C(=O)OCC)cc1	-24	104	2.0	-4	2.5	-2	-12	-6	20
COC(=O)c1cc(C(=O)OC)cc(N2C(=O)CC(N3CCN(c4ccccc4)CC3)C2=O)c1 (stereo unspecified)	.	101	.	-11	.	8	1	-4	9
Cn1c(-c2ccccc2)cc2onc(-c3ccccc3)c2c1=O	-12	.	1.4	.	1.2	.	.	-2	.
O=S(=O)(NCC1CCCO1)c1cnc(Cl)c(Cl)c1 (stereo unspecified)	-3	98	-1.2	-5	0.3	-2	-2	-3	21
O=C(CSc1ccc(-c2nc3ccccc3[nH]2)cn1)N1CCN(C(=O)c2ccco2)CC1	-5	99	0.2	9	-0.3	1	0	-5	16
CCOC(=O)C(c1ccccc1)C(Nc1ccc(F)cc1)c1ccccn1 (stereo unspecified)	-5	99	-4.3	-15	-0.9	3	-2	-4	-14
O=C(CSc1ccccc1[N+](=O)[O-])NC1CCS(=O)(=O)C1 (stereo unspecified)	5	103	2.0	-7	0.0	2	-4	-1	16
COc1ccc(C(=O)NC2CCN(C(=S)Nc3cccc(C)c3C)CC2)cc1	-13	.	-0.1	-8	0.2	.	0	-4	13
COC(=O)Cc1nnc(NC(=O)C(C)C)s1	2	100	0.6	2	-0.6	1	-4	-5	-15
CC1CCCN(c2nc3ccccc3nc2C(C#N)C(=O)OC2CCCCC2)C1 (stereo unspecified)	.	87	.	-9	.	-3	-9	.	10
Cc1cc(NC(=O)c2c(-c3c(F)cccc3Cl)noc2C)no1	-3	105	-0.7	-8	0.4	-2	-4	-3	20
CN(C)CCN(C(=O)C1CCCCC1)c1nc2cc3c(cc2s1)OCO3	-7	115	0.2	14	1.5	8	4	-4	11
COc1ccc(NC(=O)/C(=C/c2cccnc2)NC(=O)c2cccs2)cc1	2	102	-0.4	3	0.3	-1	-7	3	31
Cn1nnnc1Sc1ncnc2scc(-c3cc4ccccc4o3)c12	0	.	-1.5	.	-0.3	.	.	0	.
CC(=O)c1cccc(NC(=O)NNC(=O)CCC(=O)Nc2ccc(C)c(C)c2)c1	-12	96	-1.2	-10	0.4	-4	-3	-3	10
Cc1oc2c(c(=O)c1C)C(=O)CC(c1ccccc1)C2 (stereo unspecified)	-8	110	-0.1	-3	0.0	11	6	-3	-1

5 compounds already listed, arranged by their value in OXTR potentiate, low to high.
SMILES | OXTR potentiate | MEKK2wt PB1 HTS | GPR7 antag | MEKK2 mut-MEK5 | M18AAP inhibitor | GalR3 antagonist | NALP1 yeast inh
CCCCCOC(=O)NCCOC(=O)Nc1ccc(C(=O)OCC)cc1 | -24 | 104 | -4 | -2 | -12 | -6 | 20
COc1ccc(CCNC(=O)COC(=O)/C=C/c2cccs2)cc1OC | -16 | 71 | 6 | -12 | -11 | -7 | 19
O=C(N1CCOCC1)N1CCC(NC(=O)C23CC4CC(CC(C4)C2)C3)CC1 | -9 | 102 | 7 | -1 | -1 | 0 | 27
O=S(=O)(NCC1CCCO1)c1cnc(Cl)c(Cl)c1 (stereo unspecified) | -3 | 98 | -5 | -2 | -2 | -3 | 21
CCN(CC)CCOC(=O)c1ccc([N+](=O)[O-])cc1 | 0 | 90 | 4 | 2 | -17 | 10 | 26

(more compounds)
SMILES	OXTR potentiate	MEKK2wt PB1 HTS	OXTR agonist	GPR7 antag	V1R ag counter	MEKK2 mut-MEK5	M18AAP inhibitor	GalR3 antagonist	NALP1 yeast inh
O=C(CCS(=O)(=O)c1ccc(Br)cc1)Nc1ccccn1	-7	97	2.5	-7	0.6	-2	0	-4	35
O=C(NCC(c1ccco1)N1CCCC1)c1ccccc1F (stereo unspecified)	-5	97	-0.6	-4	0.4	1	11	-4	-1
COC(Cn1c2c(c3cc(C)ccc31)CCCC2NCc1ccccc1)OC (stereo unspecified)	.	107	.	3	.	3	1	-8	-22
COc1ccc(Cl)cc1-c1nc(N)nc(N(C)C)n1	-1	100	-1.1	-1	0.2	-3	-11	4	33
CCc1ccc(OC)c(S(=O)(=O)Nc2ccc(Cc3ccncc3)cc2)c1	-12	93	10	4	7.2	0	-4	46*	6
Cc1ccc(S(=O)(=O)NN2C(=O)c3ccccc3NC2c2ccccn2)cc1 (stereo unspecified)	-4	112	-1.2	4	-0.5	0	1	14*	13
Cc1ccc(-c2cc3c(n2-c2ccc(C(=O)O)cc2)CCCC3=O)cc1	-4	103	-0.5	-3	0.1	-1	3	-4	22
Cc1c(N2C(=O)c3ccc4c5c(ccc(c35)C2=O)CC4)c(=O)n(-c2ccccc2)n1C	-10	99	-1.7	-17	2.6	8	4	.	.
COc1ccc(C)c(NC(=O)C2CC(=O)NC3=C2C(=O)CCC3)c1 (stereo unspecified)	-8	90	1.7	-4	0.2	-11	-7	-5	2
O=C(OCCN1CCCCC1)c1ccccc1Cl	-5	103	0.5	-7	0.5	2	-12	-4	-9
COc1ccc(C(=O)CSc2n[nH]c(=O)[nH]c2=O)cc1	-6	105	0.8	-1	-0.2	4	-6	-4	-2
CCc1ccccc1N(CC(=O)Nc1cccc(N(C)S(C)(=O)=O)c1)S(C)(=O)=O	-3	98	0.3	6	0.6	0	4	0	-16
CC1O[C@H](OC2C(COC3OC(CO)C(O)[C@H](O)C3O)OC(OC3CC[C@]4(C)C(CC[C@@]5(C)[C@@H]4C=C[C@]46OC[C@@]7(CCC(C)(C)C[C@H]74)C(O)C[C@@]56C)C3(C)C)C(O)C2O)C(O)C(O)C1O (stereo partly specified)	1	.	1.2	.	1.3	.	.	-3	.
O=C(Nc1ccccc1C(=O)N1CCCCC1)NC1CCCCC1	-7	96	-0.7	-5	-0.1	-4	2	-3	5
CC(=O)NCCC(=O)N(C)CC1CCN(CCc2cccc(C(F)(F)F)c2)CC1	.	114	.	-18	.	13	0	-2	-26
Fc1ccc(NC(=S)NC2CC3CCCC(C2)N3Cc2cccs2)cc1 (stereo unspecified)	-6	90	7.8	0	3.6	-8	-12	-6	-8
CC1CCCC(C)N1C(=O)CSc1nnc(COc2ccc(F)cc2)o1 (stereo unspecified)	-12	106	0.5	-2	2.1	7	-3	-7	-12
CC1CCCCC1NC(=O)CN1C(=O)c2ccccc2S1(=O)=O (stereo unspecified)	-4	106	-0.3	4	1.3	5	-1	0	6
Cc1ccccc1OCc1nc(-c2cccnc2)no1	-10	93	-1.1	-11	0.0	-6	2	-4	-22
